BB579 growth dn = reduces growth of yeast BB579 in restrictive medium. S. cerevisiae BB579 growth, OD615, 48 h. inhibition, % at 10 µM. 0.51% of 140,000 active;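 active = inhibition above a set limit, 3 SD over the mean compound inhibition, cut at about 44% in these data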; also: inactives centre near -24
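test system = yeast BB579 (DeaD) | buffer or medium = restrictive CSMM-D medium | doses = single compound dose of 10 µM, 0.25% DMSO final | times = 4 h preincubation and 48 h exposure at 30 °C | technique = culture absorbance at 615 nm | benchmarks = amphotericin B 10 µg/mL, positive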
MRP1 act = activators of MRP-1; viability increase, % at 10 µM; 0.61% of 140,000 active; H69AR cells + doxorubicin, viability rescue, CellTiter-Glo;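 active = viability gain under doxorubicin at or above a set limit, the compound median plus 3 SD, cut at about 4.7% in these data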;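 also: MRP-1 overexpressing cells given doxorubicin 25 µM after compound pretreatment; 18-22 h compound pretreatment then 72 h with doxorubicin before readout; 0% = doxorubicin-only wells and 100% = vehicle-treated cells without doxorubicin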
GALR2 antag = blocks the human galanin receptor 2; GALR2-expressing cells, antagonist mode; O43603; 0.39% of 140,000 active; inhibition, % at 4 µM; AID 828; in the data active = inhibition above about 27%;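 also: cells stimulated with galanin 1-16 at roughly its EC80; 0% = agonist challenge control and 100% = basal control without agonist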
Target sequence (O43603 whole entry, looked up): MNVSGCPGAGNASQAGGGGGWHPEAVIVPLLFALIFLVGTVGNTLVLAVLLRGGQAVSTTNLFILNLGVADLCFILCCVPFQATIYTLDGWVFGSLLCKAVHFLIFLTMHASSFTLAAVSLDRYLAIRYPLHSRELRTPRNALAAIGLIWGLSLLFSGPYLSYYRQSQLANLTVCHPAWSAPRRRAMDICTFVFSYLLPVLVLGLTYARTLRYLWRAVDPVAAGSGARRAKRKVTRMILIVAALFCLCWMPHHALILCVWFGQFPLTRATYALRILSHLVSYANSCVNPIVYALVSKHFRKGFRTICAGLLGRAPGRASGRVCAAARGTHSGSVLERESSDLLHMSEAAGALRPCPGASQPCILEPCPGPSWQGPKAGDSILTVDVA
Phagocytosis inh = macrophage phagocytosis inhibition | J774A.1 macrophage IgG-bead phagocytosis, imaging | inhibition, % at 5 µM | 0.07% of 110,000 active;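 active = inhibition above the mean of the plate negative controls plus 5 SD, cut at about 13% in these data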;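 also: phagocytic index as fraction of beads internalized from green versus red external bead signal; plate controls were DMSO negative control for no effect and cytochalasin-D positive control for full effect; some results beyond the cut were filed as inactive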
E-sel TNF inh = TNF alpha driven E-selectin expression inhibition | HUVEC TNFa-induced E-selectin immunofluorescence, high content | inhibition, % at 2 µM | 0.71% of 120,000 active | AID 1246;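 active = inhibition above the batch mean plus 3 SD, and confirmed as a hit on visual image review, cut at about 43% in these data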;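 also: 0% = TNF-stimulated DMSO wells and 100% = unstimulated control wells; not every result past the cut was called active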
Measles CPE = protection of cells from measles virus. protection (pct of control), % at 4 µM. Measles virus-infected cells, CPE protection, absorbance. 1.5% of 140,000 active; in the data active = protection mostly above about 24%, no sharp cut-off; inactive = mostly below about 26%; also: some compounds called inactive have numbers as strong as hits
NPY Y2 blocker = NPY-Y2 (human) receptor antagonism | 0.99% of 140,000 active | NPY-Y2 expressing cells, antagonist mode | P49146 | inhibition, % at 2.7 µM; in the data active = inhibition above about 17%;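 also: 0% = vehicle with agonist challenge and 100% = reference antagonist with challenge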
Target sequence (P49146 whole entry, looked up): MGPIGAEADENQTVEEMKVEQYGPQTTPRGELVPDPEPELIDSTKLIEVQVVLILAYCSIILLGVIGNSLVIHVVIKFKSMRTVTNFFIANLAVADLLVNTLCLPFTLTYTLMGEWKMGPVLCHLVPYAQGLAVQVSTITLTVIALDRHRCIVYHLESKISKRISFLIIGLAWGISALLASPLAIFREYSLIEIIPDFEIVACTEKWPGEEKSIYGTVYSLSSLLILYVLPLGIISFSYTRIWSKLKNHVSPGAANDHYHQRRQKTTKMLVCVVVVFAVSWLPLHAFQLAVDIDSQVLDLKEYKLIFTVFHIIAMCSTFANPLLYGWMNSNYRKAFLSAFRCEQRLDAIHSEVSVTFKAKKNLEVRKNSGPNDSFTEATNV
Yeast lifespan up = yeast lifespan extension | 0.68% of 130,000 active | inhibition of the nicotinamide effect, % at 10 µM | S. cerevisiae growth with nicotinamide, OD615; deaD strain in restrictive glucose medium | AID 775;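 active = inhibition above a set limit, placed 3 SD over the median of all compounds, cut at about 26% in these data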;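 also: 0% = nicotinamide-treated wells and 100% = cells grown without nicotinamide; some compounds called inactive have numbers as strong as hits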
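Test system – modified budding yeast, DeaD strain · Compound – single dose 10 µM compound, 0.25% DMSO · Times – culture preincubation 4 h, compound exposure 48 h, both 30 °C · Detection – optical density (absorbance) at 615 nm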
HCT116 bCat-KO = beta-catenin-lacking colon tumor cell growth suppression. AID 818. HCT116 beta-catenin knockout viability, CellTiter-Glo, 60 h; active compounds read low. 1.5% of 140,000 active. viability, % at 10 µM;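 active = viability at or under a set limit, the compound median less 4 SD, cut at about 6% in these data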;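 also: 0% = Hyamine 1622 control at 20 µM and 100% = untreated cell control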
HCT116 PTEN-null = PTEN-deleted cell growth suppression; HCT116 PTEN-null viability, CellTiter-Glo, 60 h; active compounds read low; viability, % at 10 µM; 1.2% of 140,000 active; AID 827;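 active = viability at or below a set limit, 4 SD under the median of all tested compounds, cut at about 3.7% in these data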;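 also: PTEN knockout HCT116 line with beta catenin targeted HCT116 as companion control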
An asterisk follows results filed as active; nt = not tested or not shown.

canonical_smiles	HCT116 bCat-KO	Measles CPE	BB579 growth dn	MRP1 act	GALR2 antag	E-sel TNF inh	Yeast lifespan up	NPY Y2 blocker	Phagocytosis inh	HCT116 PTEN-null
COc1ccc(NC(=O)c2ccc(CN3CCN(c4ccccc4)CC3)cc2)cc1OC	82	23	-33	-1.0	-6	-6	-11	-1	-5	93
CCN(CC)CCCNC(=O)c1cn(CCOC)c(=O)c2c1c1ccccc1n2C	92	5	-18	-3.5	-8	-17	-17	6	-3	94
COC(=O)C1=C(C)N(C)C(C)=C(C(=O)OC)C1c1ccsc1	89	17	-29	-1.4	0	7	0	4	0	98
CCn1c(SCC(=O)Nc2nc(-c3ccc(C)cc3)cs2)nnc1-c1ccccc1	49	29	-26	0.8	11	-17	-8	7	-1	51
Cc1ccc(NCN2C(=O)C3C4CCC(C4)C3C2=O)cc1 (stereo unspecified)	99	9	-65	0.3	5	9	2	4	2	105
CCN(CCCNC(=O)CN(C)S(=O)(=O)c1cccc2nsnc12)c1cccc(C)c1	107	4	-52	-0.8	-3	nt	2	-1	-3	95
O=[N+]([O-])c1cc(S(=O)(=O)N2CCCC2)ccc1NN=C1CCCC1	94	7	-32	-2.2	-2	-30	2	4	-6	98
CCN(C(=O)c1cn(CC)c(=O)c2cc(OC)c(OC)cc12)c1ccccc1C	90	5	-23	-2.4	-4	nt	-14	2	-1	86
Cc1cc(NS(=O)(=O)c2ccc(NC(=O)C(C(C)C)N3C(=O)c4ccccc4C3=O)cc2)nc(C)n1 (stereo unspecified)	85	6	-2	-1.3	5	10	-9	-1	nt	95
O=C(Nc1nccs1)c1cccc(NC(=O)C2CC2)c1	97	11	-7	1.4	-4	-2	-4	1	1	99
C/C(N)=C(/C#N)C(=O)CSc1nnc(-c2ccc(OC(F)F)cc2)o1	81	3	-7	-3.5	-8	2	-17	0	-1	93
COc1nc(N2CCOCC2)nc(C)c1[N+](=O)[O-]	96	11	-24	-1.1	1	nt	-2	2	-1	96
Cc1cccc(CSc2nc3ccncc3n2CC(=O)Nc2ccc(C)c(C)c2)c1	91	24	-22	-1.4	7	-19	2	-2	nt	92
CCNc1ccc(C(=O)OCC)cc1NC(=O)c1cc(S(=O)(=O)N2CCOCC2)ccc1C	90	3	-26	-2.8	-4	13	0	3	-3	96
O=C(c1ccco1)N1CCN(c2nc(C3CC3)nc3c2nnn3Cc2ccccc2Cl)CC1	43	8	-17	7.0*	-8	23	nt	8	nt	57
COc1ccc(NC(C)=O)cc1NC(C)C(=O)Nc1cc(C(F)(F)F)ccc1N1CCOCC1 (stereo unspecified)	95	nt	3	-1.3	-1	nt	-6	2	-13	92
COc1ccccc1N(CC(=O)Nc1ccc2c(c1)OCCO2)S(C)(=O)=O	98	5	-57	-0.8	3	nt	-12	1	-1	104
CC(=O)c1c(C)[nH]c(C(=O)OCC(=O)Nc2cc(C(F)(F)F)ccc2N2CCOCC2)c1C	64	17	-17	-2.1	-7	nt	0	1	0	53
COc1cc(-c2nnc(-c3cccs3)o2)cc(OC)c1OC	80	6	-47	-2.4	-4	7	-20	3	-2	94
COc1cc(OC)c(NC(=O)CC(C)=O)cc1Cl	84	9	-11	0.0	-8	6	-2	-1	7	100
c1cc(CNc2ccc3c(c2)OCO3)ccn1	61	20	-44	-3.9	-1	-16	-4	-2	0	70
CCOc1ccc(S(=O)(=O)Nc2ccccc2C(=O)NCC2CCCO2)cc1 (stereo unspecified)	100	4	-12	-2.9	4	nt	-20	1	0	88
Cc1noc(C)c1S(=O)(=O)N(CC(=O)N1CCCC1)c1ccc(C(C)C)cc1	89	13	-14	-2.8	3	-1	-2	7	0	89
Cc1cc(NC(=O)COC(=O)COc2ccc(C(=O)c3ccccc3)cc2)no1	81	2	-31	-0.9	12	13	-22	-2	nt	86
Cc1ccc(NC2c3ccccc3C(=O)N2CCN2CCOCC2)cc1 (stereo unspecified)	92	1	-85	-0.7	-1	nt	-10	2	0	91
O=C(Oc1ccc2c(c1)C(=O)c1ccccc1CO2)c1ccccc1	96	2	-65	1.3	-22	1	-11	5	0	107
O=C(CN1CCN(c2ccc(F)cc2)CC1)N1CCC(Cc2ccccc2)CC1	76	15	-59	0.5	-15	14	4	3	-4	91
O=C(Cn1ncc2c(=O)oc3ccccc3c21)NCCc1ccsc1	93	6	-8	0.5	6	nt	-9	2	-1	94
Cc1c(C(=O)N/N=C/c2ccc(O)c(Br)c2)sc(N)c1C#N	76	16	-32	0.4	-7	nt	-4	2	0	54
CCOC(=O)C1CCCN(c2nc3ccccc3nc2C(C#N)C(=O)NCc2ccccc2)C1 (stereo unspecified)	89	12	-15	-2.5	-7	-14	2	1	-1	85
CCOc1ccc(C(=O)NC(=S)NC2CCCC2)cc1[N+](=O)[O-]	90	8	-30	-3.6	3	-19	3	3	-2	91
CCCCn1c(SCC(=O)c2ccc(OC)cc2OC)nc2cc(S(N)(=O)=O)ccc21	87	3	-20	-3.4	-10	nt	-17	3	4	94
CC(C)(C)N1C(=O)c2ccc(C(=O)Nc3ccc(-c4nc5ccccc5[nH]4)cc3)cc2C1=O	88	15	-22	-1.8	12	nt	0	-1	-8	92
CCNC(=O)c1sc(-c2ccccc2)nc1C	81	9	-22	0.8	-6	6	-12	-2	0	92
Cc1ccc(S(=O)(=O)N[C@H](C(=O)Oc2ccc3c(C(F)(F)F)cc(=O)oc3c2)c2ccccc2)cc1	100	5	-7	-1.1	44*	-17	0	6	-2	94
O=C1CC(c2ccccc2)n2nc(NC(=O)c3ccccc3)nc2N1 (stereo unspecified)	105	2	-11	-3.5	5	-26	-11	1	0	90
CCC1CCCCN1CCCNC(=O)Cn1nc(-c2ccc(C)cc2)ccc1=O (stereo unspecified)	90	4	-18	-2.6	8	-4	0	2	nt	101
CN(Cc1ccccc1)C(=O)CN1C(=O)C2C3C=CC(C3)C2C1=O (stereo unspecified)	94	2	-24	-1.1	4	-27	nt	-1	nt	98
COc1ccc(C(=O)N2CCN(c3cccc(Cl)c3)CC2)cc1	101	11	-21	2.3	5	3	nt	2	nt	92
CCCCC(c1nnnn1CS(=O)(=O)c1ccc(C)cc1)N1CCN(c2ccccc2)CC1 (stereo unspecified)	81	10	-66	-0.7	-20	-20	6	9	0	84
O=C(c1nc2n(n1)C(c1ccc(Cl)cc1)C=C(c1ccccc1)N2)N1CCOCC1 (stereo unspecified)	102	25	25	-2.1	21	2	-21	4	-6	106
COc1ccc(OC)c(NC(=O)c2cccnc2Sc2ccccc2)c1	95	10	14	-1.4	-14	nt	0	0	-13	98
COc1ccc(C(NC(=O)C(C)(C)C)NC(=O)C(C)(C)C)cc1	95	16	-16	-2.8	-12	-18	-4	2	nt	85
Cc1cc(C(F)(F)F)c(C#N)c(SCC(=O)Nc2nc3cc(Br)ccc3s2)n1	61	40	-46	-2.6	9	nt	-5	5	-11	59
CCN1CCN(C(=O)Nc2cccc(C(F)(F)F)c2)CC1	102	7	-38	-3.3	8	-9	-19	-1	-1	92
C/C(=N\NC(=O)c1ccccc1)c1ccc(N2CCOCC2)cc1	104	6	-26	0.6	-7	1	-18	2	0	103
O=C(CS(=O)(=O)Cc1ccccc1)Nc1ccccc1Cl	98	4	3	0.7	-11	13	4	3	-4	93
CCOC(=O)c1c(C)[nH]c(C(=O)N/N=C/c2cccc(OC)c2)c1C	92	7	-17	-2.8	-5	19	-6	4	-7	92
COc1ccc(NS(=O)(=O)c2cc(NC(=O)c3ccncc3)ccc2N2CCOCC2)cc1	97	13	-52	-0.9	6	nt	4	-1	nt	95
O=C1c2ccccc2NC(c2cccc(Cl)c2)N1N=C1CCCCCC1 (stereo unspecified)	97	5	-22	-1.2	-2	-1	-12	1	nt	83
O=C(Nc1ccc2oc(=O)ccc2c1)c1cccnc1	100	16	-43	-4.3	10	9	-8	3	nt	103
O=C(NC1CC1)C1=NOC(CNc2ncc(C(F)(F)F)cc2Cl)C1 (stereo unspecified)	93	8	-5	-4.4	-4	15	-17	0	-1	84
C=CCNC(=O)/C(=C/c1ccco1)NC(=O)c1ccc(Br)o1	97	5	-27	-3.1	-1	-1	-11	7	0	103
Cc1ccccc1Nc1nc(Nc2ccccc2C)nc(SC2=NCCS2)n1	66	2	-22	-1.0	1	0	-5	2	0	67
COC(=O)CP(=O)(c1ccccc1)c1ccccc1	93	37	1	-1.2	-13	6	-12	1	0	93
CCOc1c(Br)cc(C2NS(=O)(=O)N=C3CCCCCN32)cc1OC (stereo unspecified)	29	10	-6	-4.0	7	13	-6	5	0	38

Following part
canonical_smiles	HCT116 bCat-KO	Measles CPE	BB579 growth dn	MRP1 act	GALR2 antag	E-sel TNF inh	Yeast lifespan up	NPY Y2 blocker	Phagocytosis inh	HCT116 PTEN-null
COC(=O)CCN(C(=O)c1ccc2c(c1)OCO2)c1ccccn1	99	2	-32	0.2	-10	-28	-4	0	-2	100
Cc1ccc(NC(=O)Cn2c(O)c(N=NC(=O)c3cc4ccccc4cc3O)c3ccccc32)cc1	42	3	-26	-3.2	-6	-35	-6	-1	nt	4
COc1cccc(/C=N/NC(=O)c2cc3c(OC)cccc3[nH]2)c1O	6.0*	4	-28	2.6	9	47	-5	3	-1	2.6*
CCn1cnc2cc(NCc3nc4ccccc4n3C)ccc21	82	6	-14	-2.0	0	-1	-2	-1	-1	86
Cc1onc(-c2ccccc2Cl)c1C(=O)Nc1ccc(OCC(=O)N2CCOCC2)cc1	104	11	-28	-1.4	9	-10	nt	4	nt	98
CCOC(=O)c1oc2ccccc2c1NC(=O)C1CCCCC1	104	4	-38	1.4	-6	-22	-4	10	-1	99
COc1ccc2oc(C)c(NC(C)=O)c2c1	90	2	-7	-0.3	-10	6	-8	2	-1	87
O=c1[nH][nH]c(-c2ccccc2)c1C=Nc1ccc(Cl)cc1	88	4	-19	-4.2	29*	-79	-30	-1	nt	95
COc1ccc(C(=O)c2oc3ccc(Br)cc3c2NC(C)=O)cc1	91	12	1	-1.1	-5	-1	-2	4	nt	88
COC(=O)c1cc(C(=O)OC)cc(N2C(=O)CC(NNC(=O)c3ccccc3Br)C2=O)c1 (stereo unspecified)	81	21	-13	-2.7	-13	-6	-8	-1	nt	76
O=C(CN1CCC(n2nnc3cc(F)ccc32)CC1)NC1CCCCC1	98	8	-4	-3.8	-12	nt	-9	0	0	88
CC1CCCCC1NC(=O)NC(=O)CCl (stereo unspecified)	35	3	-18	-4.8	14	nt	20	-1	2	30
O=C(OCn1nnc2ccccc2c1=O)c1ccc2ccccc2n1	87	4	-24	-1.6	-3	nt	-15	4	-1	89
C=CCN1C(=O)C(Cc2cccc(Cl)c2)S/C1=N/N=C/c1ccco1 (stereo unspecified)	84	3	-18	-1.0	5	-20	-2	3	-1	88

Source: PubChem (several laboratories)
